Dynein transport = blocks dynein driven cargo transport along microtubules | z-score, hits read low | hit rate 0.47% among 220,000 | AID 1381 | 3617.4 mouse cells, GR-EGFP nuclear translocation imaging; test concentration mostly 20 µM; stimulated with dexamethasone, 1 µM; active compounds read low;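 active = plate z-score of nuclear minus cytoplasmic receptor signal below a set negative limit, without overly bright fluorescence or cell loss, cut at about -3.5 in these data, passing the limit was not always enough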;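 also: z-score of nuclear minus cytoplasmic ring GR-EGFP intensity difference per well; some compounds called inactive have numbers as strong as hits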
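Schedule: 48 h induction, then 1 h compound, then 30 min agonist, 37 °C. Buffer or medium: tetracycline-free induction medium containing charcoal-stripped FBS. Reagent: 1.0 µM final dexamethasone stimulus. Evaluation: nuclear versus cytoplasmic GR-EGFP signal, averaged per well. Signal: high-content fluorescence imaging after fixation.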
b-catenin transl = modulators of beta-catenin nuclear translocation | AID 1665 | nuclear translocation activity, % at 5 µM | HeLa beta-catenin nuclear translocation, immunofluorescence imaging | hit rate 0.3% among 190,000;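 active = nuclear translocation activity above 50% at 5 µM, with a well cell count of 50 or more; inconclusive = wells under 50 cells across six images, flagged as toxic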;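 also: per-cell ratio of nuclear to cytoplasmic median beta-catenin stain intensity; plate controls were DMSO negative control for no effect and GSK-3 inhibitor IX positive control for full effect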
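assay system = human HeLa cells, endogenous beta-catenin | times = compound treatment 24 h, 37°C, 5% CO2 | detection = Anti-beta-catenin immunofluorescence on PFA-fixed, Triton-permeabilized cells, DAPI nuclei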
ER stress rescue = rescue of cells from ER stress-induced death, primary screen, 384-well, CSM14.1, thapsigargin, ATP luminescence (AID 1222). CSM14.1 thapsigargin-induced death rescue, ATP luminescence; higher % means a stronger effect. cellular ATP content (survival), % at 20 µM, or EC50 in µM where a hit was titrated. 190,000 tested, under 10 active;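 active = EC50 below 50 µM in the dose-response confirmation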;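 also: death triggered by thapsigargin at about 15 µM added after 2 h compound pretreatment; cell ATP read after overnight thapsigargin exposure of roughly 18 to 22 hours; normalized against plate controls of thapsigargin alone and 5% DMSO vehicle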
Autophagy mod = modulators of autophagy; hit rate 0.98% among 190,000; AID 463193; MEF GFP-LC3 puncta imaging; test concentration mostly 10 µM; calls only at 10 µM (by protocol);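 active = percentage of spot-positive cells more than 3 SD above its plate mean, without a fluorescence outlier flag or 80% toxicity; inconclusive = no clear call, values can overlap the other calls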;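 also: spot-positive cell cutoff set from DMSO-treated cells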
Hep lipid drop = modulators of hepatic lipid droplet formation. AML12 mouse hepatocytes, oleate lipid droplets, BODIPY imaging. inhibition, % at 6.5 µM. hit rate 0.4% among 240,000. AID 1656;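 active = lipid droplet intensity inhibited by at least 50%, with more than 500 cells counted; inconclusive = wells with under 300 cells, treated as cytotoxic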
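Material – AML12 mouse liver cells · Also added – oleate loading, 100 µM · Compound dosing – 6.5 µM single-point dosing · Times – overnight treatment with compound plus oleate · Measured by – fluorescence imaging, 20x objective, two fields per well · Read-out – percent inhibition of filter-corrected integrated lipid droplet intensity per well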
T cell modulator = T cell immune modulation candidate | 2C CD8+ T cell-vesicle binding, flow cytometry; active compounds read low | AID 2052 | calls only at 7 µM | hit rate 0.068% among 330,000;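 active = response, share of CD8 T cells binding vesicles, and their 90th percentile fluorescence all below set limits, cut at about 80% in these data, passing the limit was not always enough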
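Assay system – 2C mouse CD8+ T cells · Also added – QL9-loaded Drosophila micro-vesicles · Timing – Cell–vesicle co-incubation 1.5 h at 37 °C, staining 20 min on ice · Signal – flow cytometry of vesicle-bound cells · Measure – percent CD8+ FL2 mean versus row control · Controls – Peptide-free naked vesicles (low) and QL9 vesicles with 0.7% DMSO vehicle (high)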
Ins promoter up = MIN6 insulin promoter up-regulation. MIN6 insulin promoter-GFP reporter, high-content imaging; active compounds read high. z-score at 5 µM. hit rate 0.3% among 190,000. AID 1625;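 active = z-score above 3 at 5 µM with at least 500 cells counted in the well; inconclusive = wells under 500 cells, flagged as cytotoxic or low count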
Salmonella PhoP GFP = inhibitors of PhoP regulon expression, primary screen, Salmonella Typhimurium, GFP reporter (AID 1863). S. Typhimurium PhoP-regulated promoter GFP reporter, 4 h; higher % means a stronger effect. hit rate 0.16% among 300,000. inhibition, % at 50 µM; hits with a dose series show IC50 in µM;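 active = inhibition over 29.93%, a cutoff 3 SD above the screen mean, later confirmed by dose response; inconclusive = inhibition over 29.93% but no dose response follow-up; inactive = inhibition at most 29.93% or unconfirmed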;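 also: 0% = low Mg2+ inducing control and 100% = high Mg2+ repressing control; strong numbers were not always called active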
MT stabilize HCS = microtubule stabilization, imaging screen; hit rate 0.83% among 200,000; AID 2205; HeLa tubulin immunostaining HCS, 24 h; share of cells brighter than vehicle mean+2SD; % tubulin-high responders, % at 10 µM;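 active = plate Z-score above 3 for both tubulin-high and condensed-nucleus cell shares, with cell loss under 80%, at 10 µM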;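 also: anti alpha tubulin signal scored within the nucleus-defined area of each cell; some results filed as inactive read as strong as hits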
Dynein transport cytoplasmic EGFP = also measured in Dynein transport; calls as there; z-score; measured here: cytoplasmic GR-EGFP intensity; active compounds read high
Dynein transport nuclear GR-EGFP = recorded beside Dynein transport, whose call it bears; z-score; measured here: nuclear GR-EGFP intensity;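 lower value marks the stronger effect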
Dynein transport cell count = recorded beside Dynein transport, whose call it bears; z-score; measured here: cell count per field
Ins promoter up cell count = also measured in Ins promoter up; calls as there; cell count; measured here: cytotoxicity, nuclei count;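 total cells summed across four imaged fields per well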
Hep lipid drop cells 6.5 µM = recorded beside Hep lipid drop, whose call it bears; cell count; measured here: cell count, cytotoxicity flag;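 cells counted across two imaged fields per well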
b-catenin transl cell count 5 µM = also measured in b-catenin transl; calls as there; cell count; measured here: cell count, cytotoxicity flag
T cell modulator vesicle-bound % = further read-out of T cell modulator, marked with its call; double positive events, %; measured here: CD8+ vesicle-bound cell fraction;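 binding gate set so that unloaded-vesicle control wells show 10% double positive cells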
MT stabilize HCS Hoechst-high % = also measured in MT stabilize HCS; calls as there; % Hoechst-high responders; measured here: nuclear condensation Hoechst responders;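 share of cells brighter than vehicle mean plus two SD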
MT stabilize HCS cytotoxicity % = also measured in MT stabilize HCS; calls as there; toxicity, %; measured here: cytotoxicity by cell density;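 0% = mean cell density of plate MIN control wells and 100% = no cells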
Autophagy mod cell loss 18 h = further read-out of Autophagy mod, marked with its call; toxicity, %; measured here: cell loss, nuclei count;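 cell loss after 18 h compound exposure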
* hit, by the source's call; i = inactive; ? = inconclusive; nt = no result given; + = active, no number. Some of the compounds tested. The share of hits here may be higher or lower than overall.

SMILES	Dynein transport	Dynein transport cytoplasmic EGFP	Dynein transport nuclear GR-EGFP	Dynein transport cell count	b-catenin transl	b-catenin transl cell count 5 µM	ER stress rescue	Autophagy mod	Autophagy mod cell loss 18 h	Hep lipid drop	Hep lipid drop cells 6.5 µM	T cell modulator	T cell modulator vesicle-bound %	Ins promoter up	Ins promoter up cell count	Salmonella PhoP GFP	MT stabilize HCS	MT stabilize HCS Hoechst-high %	MT stabilize HCS cytotoxicity %
COc1ccccc1CN1CCN(C(=O)COc2cccc(C)c2)CC1	-0.368	0.939	0.262	0.688	1.0	1356	-0.2%	i	5.5	nt	nt	i	7.2	0.09	1371	-8.8%	3.2	4.7	10.7
CCSc1nnc([C@@H](N)Cc2ccccc2)o1	2.26	-0.264	1.01	-0.738	-2.3	1054	0.9%	i	-0.7	-2.4	758	i	23.2	2.61	654	-1.9%	5.1	3.1	1.9
O=C(COc1ccc(Cl)cc1)N(c1ccc(Cl)cc1)C1CN2CCC1CC2 (configuration not stated)	-0.197	-0.244	0.554	-0.0864	-0.8	1258	nt	nt	nt	-6.5	741	i	20.1	-0.41	998	-1.4%	nt	nt	nt
CCOP(=O)(OCC)C(NC(=O)c1ccccc1)=C(Cl)Cl	1.39	-0.318	0.401	-0.696	-1.9	1099	1.0%	i	3.4	0.2	590	i	40.6	-0.3	1436	-5.1%	2.3	3.8	15.3
C[C@H]1CCC/C=C/C2C[C@H](O)CC2[C@H](O)/C=C/C(=O)O1 (some centres not stated)	0.438	-0.274	0.416	0.396	31.2	301	5.4%	+	nt	?	nt	i	63.9	nt	nt	0.4%	23.0	2.5	17.7
O=C(c1ccccc1)c1cn(CC(=O)N2CCCc3ccccc32)c2ccccc12	-0.0134	-0.026	0.2	-1.49	nt	nt	1.2%	i	33.7	-6.0	798	i	31.1	0.94	678	0.7%	2.6	1.1	7.1
CC(C)c1oc(=O)cc2c1[C@@H](O)[C@H]1OC(=O)[C@@]3(C)C[C@@H](O)[C@@H](O)[C@@]2(C)C13 (some centres not stated)	0.286	-0.34	0.427	0.77	nt	nt	4.7%	i	-16.1	-45.7	718	i	18.3	-1.59	586	3.9%	4.9	1.8	12.5
CCOC(=O)c1c(NC(=O)C(c2ccccc2)c2ccccc2)sc2c1C1CCN2CC1	-0.405	-0.197	-0.828	0.54	-0.7	1243	1.6%	i	2.0	nt	nt	i	38.4	0.74	1445	4.5%	2.8	1.8	10.2
O=C(COc1ccc2ccccc2c1)N1CCN(Cc2c[nH]c3ccccc23)CC1	0.251	-0.178	0.69	-0.0985	7.5	972	-1.5%	i	-19.6	-23.2	673	i	49.3	-3.08	1211	11.4%	3.1	1.8	10.1
COc1ccc(-n2c(O)c(C(C)=NC3CC3)c(=O)[nH]c2=O)cc1	-0.488	-0.149	-0.228	0.43	-7.3	1144	0.4%	i	23.2	-7.4	757	i	46.2	0.58	1246	6.3%	1.7	1.9	8.3
Cn1c(O)c(/C=C2/C=CC=N2)c(=O)[nH]c1=O	1.5	-0.197	0.558	-0.221	-1.6	1356	nt	nt	nt	-2.1	672	i	26.1	-0.07	1412	0.2%	nt	nt	nt
O=c1c2ccccc2nc(-c2ccccc2)n1-c1ccccn1	-0.912	-0.326	-0.414	1.71	0.2	937	-1.4%	i	19.4	5.8	640	i	42.2	0.57	1661	0.2%	3.5	2.2	8.4
Cc1cc(C)cc(-n2c(C)cc(/C=C3\C(=O)NC(=O)N(C)C3=O)c2C)c1	-0.912	-0.0309	-0.86	1.57	-0.7	960	-0.7%	i	-14.0	11.8	648	i	51.9	0.03	1361	-8.5%	2.5	3.3	2.9
CCOc1ccc(-n2c(-c3cccs3)nc3ccccc3c2=O)cc1	-0.22	-0.244	0.374	0.506	-3.7	1073	0.9%	i	2.3	-0.8	673	i	32.6	-0.26	1657	nt	2.0	1.4	6.3
CCCCCCNC(=O)N[C@@H](Cc1ccc(O)cc1)C(=O)NCCC[C@H]1CN2C(=NC[C@H]2C)N1CC1CCC1	0.0763	-0.789	0.187	-0.132	1.6	1307	nt	nt	nt	14.2	643	i	10.3	-0.32	1059	-1.8%	nt	nt	nt
Cc1ccsc1C(=O)C1CCCN(Cc2cc3ccccc3o2)C1 (configuration not stated)	-1.04	-0.178	-0.66	0.879	-0.8	917	-0.9%	i	17.0	-31.5	747	i	19.4	1.99	1566	-0.2%	3.3	1.8	4.2
CCC[N+]12CCC(CC1)C(C(O)(c1ccccc1)c1ccccc1)C2 (configuration not stated)	-0.0125	-0.258	0.112	0.228	0.5	1247	nt	nt	nt	-1.3	692	i	5.8	-0.31	1060	-15.1%	nt	nt	nt
Cc1ccc(-n2c(O)c(/C=N/N3CCCCC3c3cccnc3)c(=O)[nH]c2=S)cc1 (configuration not stated)	-1.44	-0.221	-0.563	1.02	-0.7	1142	2.6%	i	7.9	-23.0	631	i	53.4	-0.04	1400	-4.9%	2.0	2.3	3.2
CCCCCCOc1ccc(CN2CCN(C)CC2)cc1	-0.32	-0.157	0.437	-0.0283	0.9	1020	nt	+	nt	-5.4	587	i	26.0	-2.8	557	13.8%	2.7	1.2	0.2
CC1(C)C2([N+](=O)[O-])CN3CC1([N+](=O)[O-])CN(C2)C3c1cccnc1 (configuration not stated)	-0.302	-0.267	-0.218	0.219	0.2	1129	nt	nt	nt	5.5	714	i	29.1	0.29	1432	1.6%	nt	nt	nt

Next part, starting with the last two of the part before.
SMILES	Dynein transport	Dynein transport cytoplasmic EGFP	Dynein transport nuclear GR-EGFP	Dynein transport cell count	b-catenin transl	b-catenin transl cell count 5 µM	ER stress rescue	Autophagy mod	Autophagy mod cell loss 18 h	Hep lipid drop	Hep lipid drop cells 6.5 µM	T cell modulator	T cell modulator vesicle-bound %	Ins promoter up	Ins promoter up cell count	Salmonella PhoP GFP	MT stabilize HCS	MT stabilize HCS Hoechst-high %	MT stabilize HCS cytotoxicity %
CCCCCCOc1ccc(CN2CCN(C)CC2)cc1	-0.32	-0.157	0.437	-0.0283	0.9	1020	nt	+	nt	-5.4	587	i	26.0	-2.8	557	13.8%	2.7	1.2	0.2
CC1(C)C2([N+](=O)[O-])CN3CC1([N+](=O)[O-])CN(C2)C3c1cccnc1 (configuration not stated)	-0.302	-0.267	-0.218	0.219	0.2	1129	nt	nt	nt	5.5	714	i	29.1	0.29	1432	1.6%	nt	nt	nt
Cc1ccc(S(=O)(=O)N2CN3CCN(C3)C2)cc1	-0.228	-0.433	0.122	1.57	-4.8	938	-1.4%	i	8.4	nt	nt	i	26.5	-1.04	1287	1.9%	3.2	2.6	11.4
CN(C)c1ccc(/C=C2/C(=O)NC(=O)N(CCc3ccc(F)cc3)C2=O)cc1	-0.537	-0.214	-0.341	-0.146	-0.6	945	-3.6%	i	-14.7	0.4	636	i	60.6	nt	nt	1.9%	2.4	3.2	7.1
CCC(=NCc1ccco1)c1c(O)n(Cc2ccccc2)c(=O)[nH]c1=O	0.512	-0.201	0.538	-0.78	-0.7	721	-1.2%	i	-16.5	nt	nt	i	40.5	2.63	1201	-11.0%	5.5	2.5	7.9
CC12CCC3C(CC=C4CC(O)CCC43C)C1C/C(=C\N1CCCC1)C2=O (configuration not stated)	-0.466	-0.259	0.167	-0.149	0.5	1301	nt	nt	nt	-2.7	796	nt	nt	-0.01	1010	-12.4%	nt	nt	nt
NC12CN3CN(CN(C3)C1)C2 (tested in a mixture with another compound)	-2.38	-0.14	-0.99	0.0985	-6.8	834	0.9%	i	-18.7	nt	nt	i	14.3	0.99	1312	7.9%	6.0	1.3	4.4
CCOP(=O)(OCC)C(O)c1ccccc1 (configuration not stated)	0.118	-0.191	0.0198	-0.0774	0.3	1317	nt	nt	nt	1.2	777	i	10.9	0.12	1033	-10.9%	nt	nt	nt
C#CCN1CCN(c2cccc(C(F)(F)F)c2)CC1	0.412	-0.293	0.0592	-0.395	4.3	1162	nt	i	-0.9	3.7	641	i	32.7	-0.24	1222	-10.2%	3.0	2.5	3.6
CCN1CCN(C(=O)COc2cc(=O)n(CC)c3ccccc23)CC1	0.784	-0.156	0.556	0.359	-0.3	1050	-2.4%	i	-4.1	-7.5	704	i	8.3	0.34	1567	18.0%	1.7	0.5	20.6
CCCn1c(C(=O)c2ccccc2)nc2ccccc21	0.95	-0.137	0.796	-0.93	2.3	779	0.1%	i	-2.4	-7.2	785	i	19.3	-0.2	1303	-2.8%	1.5	2.8	12.9
N#CCCn1cc(C(=O)Nc2ccccc2Br)c(-c2ccc([N+](=O)[O-])cc2)n1	0.496	-0.231	0.437	-0.19	-1.7	1148	-0.9%	i	6.1	-15.0	589	i	6.4	-0.34	1517	-11.4%	2.4	3.2	3.1
